Screening data (PubChem BioAssay)
NIH3T3 tox: Cytotoxic Profiling in NIH 3T3 Cell Line of Diverse Libraries Using Quantitative High-Throughput Screening; NIH 3T3 viability, CellTiter-Glo ATP luminescence, 48-72 h; Potency, µM (doses to about 96.7 µM), inactives show at the highest dose activity change, negative = cytotoxicity, usual class: inhibitors; actives 4.3% (n = 94,000); AID 1345082, 2018; also: potency is read from the fitted curve at half-maximal effect; nearly all actives have a fitted effect of over 55% in size
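First NIH 3T3 cells are plated at 400 cells/well; next compound is pinned in; then plates incubate 48 or 72 hr at 37 °C; finally CellTiter-Glo is added and luminescence read after 10 min.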
GPT2 inhibitor: Primary qHTS assay for inhibitors of Glutamate pyruvate transaminase 2 (GPT2). Recombinant GPT2, coupled pyruvate oxidase/HRP Amplex Red fluorescence. actives 0.25% (n = 100,000). Potency, µM (top dose mostly 57.7 µM), for the others: at the top dose activity change, negative = inhibition, hits mostly inhibitors. Alanine aminotransferase 2 (Homo sapiens), Q8TD30; also: potency is read from the fitted curve at half-maximal effect; nearly all actives have a fitted effect of over 60% in size; many of its hits are not listed in these tables
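Recombinant GPT2 (10ng/uL) with 250uM a-KG and 2mM L-alanine, 30 min at room temperature, in HEPES pH 7.5 buffer. Pyruvate detected by pyruvate oxidase/HRP/Amplex Red fluorescence after 30 min in the dark; AOA (50uM) as positive control.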
SNCA viab count: GF-AFC viability counterscreen for inhibitors of alpha-synuclein gene (SNCA) expression; AID 1671193, 2021; HEK-293-SNCA-luc viability, GF-AFC fluorescence, 24 h; Potency, µM (titrated, usually from 57.1 µM), without a hit: at the top dose activity change, negative = cytotoxicity, most hits filed as cytotoxic; actives 0.12% (n = 150,000);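 also: potency is read from the fitted curve at half-maximal effect; 0% = DMSO-treated cells and -100% = medium-only wells without cells; nearly all actives have a fitted effect of over 30% in size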
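Cytotoxicity counterscreen: after 24 h compound treatment of genome-edited SNCA-luciferase HEK-293 cells, live-cell protease substrate GF-AFC read by fluorescence after 30 min; activity scaled between DMSO (0%) and medium-only (-100%), curves Hill-fitted.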
Luciferase inh: Firefly luciferase inhibition profiling of diverse chemical library using quantitative high-throughput screening; AID 1347043, 2019; actives 2.5% (n = 76,000); Potency, µM (doses to about 115 µM), for inactives: at the highest dose activity change, negative = inhibition, most hits filed as inhibitors; Luciferin 4-monooxygenase (Photinus pyralis), P08659; purified P. pyralis luciferase, luminescence, biochemical; also: potency is read from the fitted curve at half-maximal effect; nearly all actives have a fitted effect of over 65% in size
Target sequence (P08659 whole entry, looked up): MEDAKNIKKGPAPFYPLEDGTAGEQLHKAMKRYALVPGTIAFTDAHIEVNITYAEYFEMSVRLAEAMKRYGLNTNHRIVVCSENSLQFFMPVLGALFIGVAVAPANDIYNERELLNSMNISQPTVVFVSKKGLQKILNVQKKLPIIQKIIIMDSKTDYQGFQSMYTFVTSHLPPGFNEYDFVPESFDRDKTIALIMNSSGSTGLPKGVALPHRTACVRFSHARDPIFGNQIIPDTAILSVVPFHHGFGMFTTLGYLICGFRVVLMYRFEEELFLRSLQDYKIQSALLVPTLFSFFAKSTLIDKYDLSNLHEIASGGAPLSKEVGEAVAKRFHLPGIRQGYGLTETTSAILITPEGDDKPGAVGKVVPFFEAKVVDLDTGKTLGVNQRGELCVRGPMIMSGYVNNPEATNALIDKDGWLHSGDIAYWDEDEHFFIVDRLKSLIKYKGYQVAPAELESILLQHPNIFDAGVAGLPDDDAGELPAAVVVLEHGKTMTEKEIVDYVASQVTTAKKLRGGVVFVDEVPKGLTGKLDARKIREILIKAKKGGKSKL
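Purified P. pyralis luciferase (10nM final) in 50mM Tris acetate pH 7.5, 10mM Mg acetate, 0.01% Tween-20, 0.05% BSA with 10uM D-luciferin and 10uM ATP. Compounds titrated qHTS. Luminescence imaged on CCD.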
SNCA expr inhib: Primary qHTS assay for inhibitors of alpha-synuclein gene (SNCA) expression | Potency, µM (highest dose often 57.2 µM), without a hit: at the highest dose activity change, negative = inhibition, usual class: inhibitors | actives 0.17% (n = 140,000) | HEK-293 SNCA-luciferase knock-in, luminescence, 24 h;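 also: potency is read from the fitted curve at half-maximal effect; plate controls were DMSO cells for no effect and cell-free wells for full effect; nearly all actives have a fitted effect of over 45% in size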
IP6K1 inhibitor: Primary qHTS assay for small molecule inhibitors of Inositol hexaphosphate kinase 1 (IP6K1); Inositol hexakisphosphate kinase 1 (Homo sapiens), Q92551; IP6K1 kinase, ADP-Glo luminescence, 2 h; hits give low values; activity change, % (series mostly up to about 58 µM); actives 0.81% (n = 140,000); AID 1645851, 2021; in the data active = activity change below about -25%
Target sequence (Q92551 whole entry, looked up): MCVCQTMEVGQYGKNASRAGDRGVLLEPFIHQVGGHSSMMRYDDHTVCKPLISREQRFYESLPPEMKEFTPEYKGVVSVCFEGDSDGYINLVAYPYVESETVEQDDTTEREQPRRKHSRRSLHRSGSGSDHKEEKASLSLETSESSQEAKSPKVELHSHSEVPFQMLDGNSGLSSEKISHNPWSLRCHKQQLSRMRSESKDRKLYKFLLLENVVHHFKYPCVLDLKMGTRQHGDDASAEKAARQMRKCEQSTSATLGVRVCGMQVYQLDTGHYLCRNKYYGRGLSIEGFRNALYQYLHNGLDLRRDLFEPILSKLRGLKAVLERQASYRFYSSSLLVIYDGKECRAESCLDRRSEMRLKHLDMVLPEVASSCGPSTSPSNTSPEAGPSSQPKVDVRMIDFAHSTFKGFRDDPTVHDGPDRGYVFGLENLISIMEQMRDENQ
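ADP-Glo luminescence measures ADP made by human IP6K1 during a 2 h RT reaction with ATP/IP6 (mix at 1.3 mM/130 uM); top library doses 57.5 and 19.1 uM final.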
HEK293 tox: Cytotoxic Profiling in HEK 293 Cell Line of Diverse Libraries Using Quantitative High-Throughput Screening | HEK 293 viability, ATP luminescence (CellTiter-Glo), 48-72 h | Potency, µM (top dose mostly 115 µM), inactives show top-dose activity change, negative = cytotoxicity, most hits filed as inhibitors | actives 6.6% (n = 94,000) | AID 1345083, 2018; also: potency is read from the fitted curve at half-maximal effect; nearly all actives have a fitted effect of over 60% in size
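CellTiter-Glo luminescence (cellular ATP) was read after 48 or 72 hr of compound exposure at 37 degree Celsius. Cells were HEK 293 plated at 250 cells/well.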
An asterisk follows results filed as active; i = inactive; ? = inconclusive; · = not tested or not shown; & = joins results of further samples; [ ] = dose if it differs, or a comment. Unless noted, calls follow the shape of the dose curve; as a rule, active = well fitted curve in the direction sought with a large enough effect; inconclusive = small, poorly fitted or top-dose-only effect, or another doubt; inactive = no such curve, though single readings can be large; an effect the other way counts as inactive or inconclusive. Unless noted, % is scaled to controls: 0 for no effect and ±100 for the full control effect.

SMILES | NIH3T3 tox | GPT2 inhibitor | SNCA viab count | Luciferase inh | SNCA expr inhib | IP6K1 inhibitor | HEK293 tox
O=C(Cc1ccccc1Br)N1CCN(c2cc(-c3cccs3)[nH]n2)CC1 | ? | i | -8.7% | -9.2% | 68.6%[activator] | 21.4 | ?
COC1CCC(C(=O)N2CCc3c(n(CCOc4ccccc4)n(-c4ccccc4)c3=O)C2)CC1 (configuration not stated) | 20µM* | -9.9% | 2.1% | 11.7% | 6.7% | 17.6 | -7.2%
Cc1ccc2c(C)c(C(=O)N(Cc3ccc(Cl)cc3)C3CCS(=O)(=O)C3)oc2c1 (configuration not stated) | · | · | -26.8% | · | -28.6% | 15.9 | ·
COc1ccc(C)cc1NC(=O)C(CCSC)NS(=O)(=O)c1ccc2c(c1)oc(=O)n2C (configuration not stated) | · | · | 29.6% | · | -2.0% | 8.3 | ·
COc1ccc(-c2onc(C)c2C(=O)NCCc2ccc(F)cc2)cc1 | -21.8% | 3.8% | 7.3% | -8.0% | 4.8% | 1.2 | ?
O=C(NCc1cccc(F)c1)C1=NO[C@@H]2CN(Cc3ccc(F)cc3)C[C@H]12 | ? | -2.9%[88.5 µM] | 12.2%[87.6 µM] | -11.1%[172 µM] | -22.8%[87.6 µM] | -11.8 | ?
Cc1ccccc1CC(=O)N1CCN(c2cc(-c3cccs3)[nH]n2)CC1 | ? | -10.8% | -5.5% | -7.8% | 22.2% | 27.4 | ?
CC1(C(=O)NC2CC2)CCCc2cnc(Nc3cccnc3)nc21 (configuration not stated) | ? | ? | ? | 13.3%[172 µM] | -25.2%[87.6 µM] | 3.7 | -0.6%[172 µM]
COc1ccc(-c2noc(CC3CCN(C(=O)c4cc(F)ccc4F)CC3)n2)cc1 | ? | i | -15.9% | -14.6% | ? | 8.7 | ?
O=C1CCC2(C(=O)NCC3CC3)CCCC=C2N1c1ccccc1 (configuration not stated) | -40.6% | 2.8% | 17.6% | -24.6% | 64.4%[activator] | 6.7 | ?
c1ccc(-n2cc(CN3CCCC3c3nc4ccccc4s3)nn2)cc1 (configuration not stated) | ? | i | -21.6% | ? | 57.2%[activator] | 6.6 | ?
COCC1CCN(C(=O)CC(c2ccccc2)c2ccccc2C)CC1 (configuration not stated) | -18.1% | i | -6.0% | -1.5% | ? | -9.8 | ?
Cc1ccc(C(=O)N2CCC3(CC2)N=C(c2ccc(Br)cc2)NO3)cc1 | -22.1% | i | -11.3% | -7.6% | 5.4% | -3.7 | ?
Cc1[nH]ncc1CNC(=O)c1ccc(CC2CCN(S(C)(=O)=O)CC2)cc1 | -29.0% | 4.2% | ? | -0.3% | 4.8% | -2.4 | -22.9%
COCCn1c(=O)n([C@H]2CCCN(C(=O)C3CCCCC3)C2)c2ncccc21 | -13.4% | i | 1.3% | 12.1% | -4.9% | 6.2 | 1.9%
CN(C)S(=O)(=O)N1CCc2nn(CC3CC3)c(=O)n2CC1 | -1.7% | i | 3.9% | · | 26.2% | 6.8 | i
Cc1cccc(N2CCN(C(=O)Cn3ncc4c5ccccc5n(C)c4c3=O)CC2C)c1 (configuration not stated) | · | · | 4.9% | · | 17.9% | 18.6 | ·
CCOC(=O)N1CCc2c(sc3c2c(=O)n(CCc2ccccc2)c(=O)n3Cc2c(F)cccc2Cl)C1 | · | · | 2.7% | · | 6.3% | 26.9 | ·
COc1cc(-c2nnc(SCC(=O)N3CCCc4ccccc43)o2)cc(OC)c1OC | · | · | -2.1% | · | -0.9% | -2.8 | ·
CC(=O)N1CCCN(c2ncnc3c2CN(C2CCCNC2)C(=O)CN3C)CC1 (configuration not stated) | i | i | 4.7% | · | 9.1% | -11.6 | -0.7%

Arranged by molar mass (falling): some entries from above.
SMILES | NIH3T3 tox | GPT2 inhibitor | SNCA viab count | Luciferase inh | SNCA expr inhib | IP6K1 inhibitor | HEK293 tox
Cc1ccc2c(C)c(C(=O)N(Cc3ccc(Cl)cc3)C3CCS(=O)(=O)C3)oc2c1 (configuration not stated) | · | · | -26.8% | · | -28.6% | 15.9 | ·
Cc1cccc(N2CCN(C(=O)Cn3ncc4c5ccccc5n(C)c4c3=O)CC2C)c1 (configuration not stated) | · | · | 4.9% | · | 17.9% | 18.6 | ·
Cc1ccccc1CC(=O)N1CCN(c2cc(-c3cccs3)[nH]n2)CC1 | ? | -10.8% | -5.5% | -7.8% | 22.2% | 27.4 | ?
CC1(C(=O)NC2CC2)CCCc2cnc(Nc3cccnc3)nc21 (configuration not stated) | ? | ? | ? | 13.3%[172 µM] | -25.2%[87.6 µM] | 3.7 | -0.6%[172 µM]

Other entries.
SMILES | NIH3T3 tox | GPT2 inhibitor | SNCA viab count | Luciferase inh | SNCA expr inhib | IP6K1 inhibitor | HEK293 tox
CC(C)C[C@@H](NC(=O)C1=C[C@@H](NS(=O)(=O)c2cccc(C(F)(F)F)c2)[C@@H](O)[C@H](O)C1)C(N)=O | 0.6% | 0.8% | 6.3% | 6.5% | 10.5% | 1.0 | i
COCCN1C[C@H]2CN(C(=O)c3ccno3)CCN2C1=O | i | -7.8%[88.5 µM] | -0.8%[87.6 µM] | -1.8%[172 µM] | -17.5%[87.6 µM] | 9.3 | -5.4%[172 µM]
O=C1NCCCCCCN(S(=O)(=O)c2ccc3c(c2)OCCO3)[C@H]2CCCC[C@@H]12 | -15.7% | -9.4% | ? | -4.7% | 9.3% | -6.6 | ?
CCC(C(=O)Nc1ccc(C(=O)OC)cc1)n1nc(-c2ccc(C)c(C)c2)ccc1=O (configuration not stated) | · | · | 2.9% | · | -3.4% | -8.2 | ·
Cc1[nH]c2ccccc2c1C(=O)C(=O)NC1CC(=O)N(c2cccc(F)c2)C1 (configuration not stated) | · | · | 9.6% | · | -8.3% | 26.8 | ·
Cc1nc(C)c(C(=O)N2CCC(C(=O)N3CCCCCCNC(=O)CC3)CC2)s1 | 0.6% | i | -0.9% | 0.9% | 42.9%[activator] | -11.5 | i
Cc1noc(-c2ccc(-c3noc(-c4ccc([N+](=O)[O-])c(C)c4)n3)cc2)n1 | · | · | 14.7% | · | 44.7%[activator] | 30.6 | ·
Cc1noc(C)c1C(=O)N1CCN(c2cccc(C=O)c2)C(=O)C1 | ? | -6.0% | -0.3% | · | -27.8% | 13.4 | i
CCCOc1ccc(CN2C[C@@H](CO)[C@H](c3ccccn3)C2)cc1 | -24.7% | -3.1% | -12.0% | -1.3% | 6.3% | 15.1 | ?
CN(c1ccc(F)cc1)C1CN(C(=O)OC(C)(C)C)C1 | -19.1%[138 µM] | -16.6%[88.5 µM] | 5.1%[87.6 µM] | · | -11.9%[87.6 µM] | -9.7 | -21.2%[172 µM]
CCn1cc(S(=O)(=O)N2CCC3(CC2)CCC(O)(CN(C)C)CC3)cn1 | i | -14.4% | 7.4% | 0.0% | -9.3% | 0.4 | -7.9%
COc1ccccc1C(=O)NCc1nnc2cc(-c3nc(C(C)C)no3)ccn12 | 3.2% | 1.7% | 0.7% | -3.5% | 6.0% | 2.9 | ?
COc1ccc(OC)c(NC(=O)c2c(OC)cc(=O)n3c2CCCC3)c1 | ? | 2.2% | -0.9% | 4.8% | -3.6% | 8.7 | ?
O=C(NC1CC1)c1ccc2nnc(C3CC3)n2c1 | 3.8%&2.0%[138 µM] | i | 1.3%&9.5%[87.6 µM] | · | 33.0%&-1.5%[activator][87.6 µM] | -14.5&-4.1 | i
COc1cc(CN2CCC(C)(c3noc(C4CCOCC4)n3)CC2)ccc1OC(C)C | -16.2% | i | 0.9% | 1.7% | 17.7% | -3.7 | -27.3%
CCOc1ccc(NS(=O)(=O)c2ccc3[nH]cc(C(=O)NCCOC)c(=O)c3c2)cc1 | · | · | -20.6% | · | -8.8% | 1.8 | ·
CCc1cccc(NC(=O)Cn2c(=O)ccc3cc(S(=O)(=O)N4CCC(C)CC4)ccc32)c1 | · | · | 9.6% | · | 13.5% | 18.6 | ·
CC1=C(C(N)=O)C(c2cccc(C)c2)n2nc(-c3cccc(C)c3)nc2N1 (configuration not stated) | · | · | -9.0% | · | 16.1% | 17.4 | ·
O=C(CCCc1ccc(F)cc1)N[C@@H]1CCOC[C@H]1Oc1ccccn1 | -12.0% | i | 1.5% | -0.6% | -20.6% | 6.9 | ?
Cc1ccc(CCNC(=O)C(C)n2nc(C)c3c(C)n(-c4ccc(C)cc4)nc3c2=O)cc1 (configuration not stated) | · | · | -8.1% | · | ? | 3.5 | ·
COc1cc2nc(Cl)nc(N3CC4CCC(C3)N4CC(F)(F)F)c2cc1OC | ? | 3.6% | -21.2% | · | 10.4% | 18.9 | -10.8%
Cc1ccccc1-c1nnc(CN2CCN(c3ccccn3)CC2)o1 | · | · | 3.9% | · | 18.4% | -10.1 | ·
O=C(/C=C/c1ccc(O)c(O)c1)O[C@@H]1[C@@H](O)[C@H](OC2CCCCC2O)O[C@H](CO)[C@H]1O (some centres not stated) | · | 1.0%[27.3 µM] | 0.4%[23.9 µM] | · | · | 7.6 | ·
O=C(CN1C(=O)CSc2ccc(S(=O)(=O)N3CCCCC3)cc21)NCc1ccc(F)cc1Cl | · | · | ? | · | -28.2% | -10.8 | ·
COc1ccc(C(=O)c2c(N)c(-c3nc(-c4ccc5c(c4)OCO5)cs3)c3ccccn23)cc1 | · | · | 3.3% | · | 18.3% | 24.2 | ·
CCCCN1C(=O)C2(CCN(C(=O)CC(C)(C)C)CC2)Nc2ccccc21 | ? | -14.8% | -2.4% | -1.2% | -4.1% | 12.3 | ?
COCC1CN(C(C)=O)CC12CCN(Cc1sccc1C)CC2 (configuration not stated) | -7.0% | i | -2.5% | 3.1% | 15.3% | 21.2 | -9.8%
O=C(Nc1ccc(F)c(Cl)c1)N1CC=C(c2c[nH]c3ccccc23)CC1 | · | · | -0.3% | · | -8.4% | 17.2 | ·
O=C(NCCCc1ccccc1)c1cc(-c2cccs2)c2cccn2n1 | ? | i | 4.7% | · | -8.1% | 6.4 | ?
O=S(=O)(N[C@H]1CO[C@H]2[C@@H]1OC[C@@H]2Nc1nccc(C2CCCC2)n1)c1cccc2cccnc12 | -36.4% | i | 4.7% | -11.4% | 45.4%[activator] | 1.9 | ?
COc1ccc(CNC(=O)Cn2nnc(-c3ccc(S(C)(=O)=O)cc3)n2)cc1 | · | · | 5.1% | · | -2.5% | -2.5 | ·
O=C1OC[C@@H]2CCN(C3CCCC3)Cc3ccc(F)cc3N12 | i | i | 3.0%[87.6 µM] | 3.1%[172 µM] | 22.2%[87.6 µM] | 0.0 | i
